Exocytosis inh: LAMP-1 surface exposure blockers, TALL-104 cells – cell-based, flow cytometry, MLPCN library, primary screen; TALL-104 LAMP-1 surface exposure; cells stimulated with thapsigargin and PMA; inhibition, % at 10 µM; 0.66% of 360,000 active;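 active = inhibition above about 55%, limit read from the data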
ABHD5 PLIN5 PPI: ABHD5-PLIN5 interaction inhibitors, primary screen, cell lysate, split luciferase complementation, luminescence | Perilipin-5 (Homo sapiens) + 1-acylglycerol-3-phosphate O-acyltransferase ABHD5 (Homo … | Split G. princeps luciferase complementation, 4 h | inhibition, % at 4 µM | 0.78% of 360,000 active;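 active = inhibition above the mean inhibition across every tested compound plus 3 SD, cut at about 22% in these data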;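 note: 0% = DMSO only wells and the 100% control is not disclosed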
MC4R ag barr: MC4R agonists recruiting beta-arrestin, primary screen, cell-based, luminescence, agonist arm of biased-ligand search. activation, % at 8.9 µM. 0.98% of 360,000 active. U2OS MC4R beta-arrestin complementation; percent of melanotan II response, DMSO zero;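 active = activation above a per-plate cutoff, the mean activation of sample wells on that plate plus 3 SD, cut at about 8% in these data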
hiPSC survival: enhancers of single-cell hiPSC survival, primary screen, ATPlite luminescence | 100% = ROCK inhibitor wells, 0% = DMSO | survival enhancement, % at 20 µM | 0.044% of 360,000 active; in the data active = survival enhancement above about 18%;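 note: cells exposed to compounds for 16 hours before the ATP read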
m5-HT2A agonist: mouse Htr2a agonists via beta-arrestin recruitment, primary screen, cell-based, luminescence; 0.66% of 360,000 active; activation, % at 7.6 µM; 5-hydroxytryptamine receptor 2A (Mus musculus), P35363; CHO-K1 mHTR2A beta-arrestin complementation; percent of 30 µM serotonin response;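 active = activation above a run cutoff, the mean activation of all tested compounds plus 3 SD, cut at about 14% in these data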;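 note: 0% = plate median of compound wells and 100% = 30 µM serotonin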
Cardio protect: cardioprotection against H2O2-induced cell death, primary screen, uHTS, H9c2 cells, ATPLite luminescence; protection from H2O2 cell death, % at 20 µM; H9c2 cardiomyocytes, H2O2 injury protection, 2 h; 0.63% of 360,000 active;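 active = compounds giving at least 50% protection of heart cells from peroxide-induced death in the single-dose screen, raw or plate-pattern-corrected value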;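 note: 0% = DMSO wells with peroxide and 100% = DMSO wells without peroxide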
MC4R antagonist: MC4R antagonists of cAMP signaling, primary screen, cell-based, TR-FRET, antagonist arm of biased-ligand search. 0.48% of 360,000 active. MC4R-expressing cells, MTII-stimulated cAMP, LANCE TR-FRET. inhibition, % at 6.5 µM. AID 540295, 2011. Melanocortin receptor 4 (Homo sapiens), P32245;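 active = inhibition above its plate's cutoff, the mean of tested wells on that plate plus 3 SD, cut at about 29% in these data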;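 note: 0% = Melanotan II alone and 100% = Melanotan II plus saturating MCL0020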
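material = U2OS cells stably expressing human melanocortin 4 receptor (MC4R) | also added = Melanotan II challenge | dosing = single nominal compound dose of 6.5 µM | detection = TR-FRET with Eu-cAMP and labeled anti-cAMP, 671 nm | replication = singlicate | timing = compound 30 min, challenge 1 h, detection 1 h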
Glyco luc inh: increase of ERlucT glycosylation luciferase signal, primary screen, N-linked glycosylation inhibitor project, D54 ERlucT cells, luminescence, set 2; 0.23% of 360,000 active; D54 ERlucT glycosylation luciferase reporter, 24 h; percent of 100 nM tunicamycin response; AID 588692, 2011; reporter increase, % at 12.5 µM;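 active = mean luciferase reporter signal, scaled so untreated is 0 and the glycosylation-blocking control 100, at or above a set limit in every replicate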;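 note: luciferase carries N-glycosylation sites so blocking glycosylation raises the light; 0% = median of neutral control wells and 100% = median of 100 nM tunicamycin wells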
ABCB6 inh 2: ABCB6 transporter inhibitors, primary screen, K562-ABCB6 cells, flow cytometry, MLPCN library; fluorescence ratio to DMSO, % at 10 µM; K562-ABCB6 porphyrin accumulation, 1 h; hits give low values; 0.19% of 360,000 active; AID 602162, 2011;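 active = fluorescence ratio to DMSO below 75%, the collection mean minus 3 SD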;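 note: signal is porphyrin accumulated inside mitochondria; 100% equals median channel fluorescence of DMSO control wells; lower ratio means ABCB6 inhibition with less porphyrin fluorescence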
Target sequence (Q9NP58 whole entry, looked up): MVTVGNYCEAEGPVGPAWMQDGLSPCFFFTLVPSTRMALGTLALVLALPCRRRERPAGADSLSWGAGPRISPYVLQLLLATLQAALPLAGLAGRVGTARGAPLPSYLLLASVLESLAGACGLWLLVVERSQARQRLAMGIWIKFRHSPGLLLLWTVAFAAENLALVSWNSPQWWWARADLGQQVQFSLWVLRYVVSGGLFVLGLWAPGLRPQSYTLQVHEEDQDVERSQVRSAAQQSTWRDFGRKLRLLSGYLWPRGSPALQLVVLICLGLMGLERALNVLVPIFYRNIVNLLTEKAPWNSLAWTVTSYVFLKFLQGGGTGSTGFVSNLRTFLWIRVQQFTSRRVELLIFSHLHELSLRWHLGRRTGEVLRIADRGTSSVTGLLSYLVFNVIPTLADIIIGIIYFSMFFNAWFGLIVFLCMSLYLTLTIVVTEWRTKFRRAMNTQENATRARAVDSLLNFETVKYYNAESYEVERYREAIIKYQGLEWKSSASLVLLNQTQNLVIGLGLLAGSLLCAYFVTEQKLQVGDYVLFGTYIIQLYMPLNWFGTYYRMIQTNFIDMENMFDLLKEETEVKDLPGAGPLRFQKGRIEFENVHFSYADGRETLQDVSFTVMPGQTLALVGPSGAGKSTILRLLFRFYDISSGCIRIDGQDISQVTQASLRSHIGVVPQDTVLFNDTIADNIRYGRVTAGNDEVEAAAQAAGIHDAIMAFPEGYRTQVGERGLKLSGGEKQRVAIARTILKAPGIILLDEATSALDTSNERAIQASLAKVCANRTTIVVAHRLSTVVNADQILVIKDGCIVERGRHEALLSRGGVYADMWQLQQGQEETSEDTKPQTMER
aDG glyco act: activators of alpha-DG glycosylation, primary screen, uHTS, Pro5-aDG cells, AlphaScreen. activation, % at 10 µM. 0.22% of 360,000 active. alpha-DG glycosylation AlphaScreen (IIH6); 0% Pro5, 100% B10-LARGE cell signal. AID 624168, 2012;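 active = activation of at least 8% versus controls, or a plate z-score of at least 8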;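 note: Pro5 are CHO cells carrying HIG-tagged alpha-DG that lacks glycosylation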
The depositor's hits bear a star.

How did CCN(CC(O)Cn1c2ccccc2c2ccccc21)S(=O)(=O)c1ccc(C)cc1 (stereo not drawn) do in these assays?
Exocytosis inh: 24.7; ABHD5 PLIN5 PPI: 2.2; MC4R ag barr: 2.7; hiPSC survival: 7.5; m5-HT2A agonist: 9.0; Cardio protect: -1.9; MC4R antagonist: 9.4; Glyco luc inh: -6.5; ABCB6 inh 2: 95.0; aDG glyco act: -0.1

What do the screens show for `COC(=O)c1ccc(CN(c2ccc(C(=O)O)c(O)c2)S(=O)(=O)c2ccc(Cl)c([N+](=O)[O-])c2)cc1`?
Exocytosis inh: 1.5; ABHD5 PLIN5 PPI: -11.1; MC4R ag barr: 1.6; hiPSC survival: -0.5; m5-HT2A agonist: 3.9; Cardio protect: -16.8; MC4R antagonist: 3.5; Glyco luc inh: 1.2; ABCB6 inh 2: 100.0; aDG glyco act: -0.1

How did CCCCCCN1C[C@H](O)[C@@H](n2cc(C3CC3)nn2)C[C@@H]1c1ccc(OC)cc1 do in these assays?
Exocytosis inh: 1.5; ABHD5 PLIN5 PPI: -11.7; MC4R ag barr: 7.3; hiPSC survival: 2.3; m5-HT2A agonist: 0.6; Cardio protect: -10.3; MC4R antagonist: 1.8; Glyco luc inh: -2.2; ABCB6 inh 2: 96.0; aDG glyco act: -0.1

Results for O=C1CC[C@@H](C(=O)O)N1 ?
Exocytosis inh: -3.0; ABHD5 PLIN5 PPI: 4.4; MC4R ag barr: 0.2; hiPSC survival: -1.3; m5-HT2A agonist: -5.1; Cardio protect: -4.5; MC4R antagonist: 13.5; Glyco luc inh: 2.6; ABCB6 inh 2: 100.0; aDG glyco act: -0.1

What do the screens show for `CNC[C@H]1Oc2c(NS(=O)(=O)c3ccc(OC)cc3)cccc2C(=O)N([C@H](C)CO)C[C@@H]1C`?
Exocytosis inh: -0.5; ABHD5 PLIN5 PPI: 3.0; MC4R ag barr: -2.1; hiPSC survival: -0.3; m5-HT2A agonist: 7.8; Cardio protect: -1.0; MC4R antagonist: 5.3; Glyco luc inh: 2.9; ABCB6 inh 2: 100.0; aDG glyco act: -0.2

How did COc1cccc(NC(=O)C2CC(=O)N(Cc3ccco3)C2)c1 (stereo not drawn) do in these assays?
Exocytosis inh: 0.1; ABHD5 PLIN5 PPI: 7.5; MC4R ag barr: 0.6; hiPSC survival: 0.3; m5-HT2A agonist: -1.0; Cardio protect: 7.6; MC4R antagonist: 7.4; Glyco luc inh: 0.5; ABCB6 inh 2: 92.0; aDG glyco act: 0.1

What do the screens show for `CCn1cc(C(=O)NCCc2ccc(OC)c(OC)c2)c(=O)c2cc(S(=O)(=O)N3CCOCC3)ccc21`?
Exocytosis inh: -16.7; ABHD5 PLIN5 PPI: 8.2; MC4R ag barr: -0.1; hiPSC survival: 0.9; m5-HT2A agonist: -8.2; Cardio protect: 1.0; MC4R antagonist: 14.3; Glyco luc inh: 18.5; ABCB6 inh 2: 102.0; aDG glyco act: 0.0

What do the screens show for `Cc1ccc(CN(c2ccc(C(=O)N3CCCC3)cc2)S(C)(=O)=O)cc1`?
Exocytosis inh: 0.4; ABHD5 PLIN5 PPI: -1.3; MC4R ag barr: -1.9; hiPSC survival: -2.2; m5-HT2A agonist: -3.2; Cardio protect: -5.2; MC4R antagonist: 1.7; Glyco luc inh: 2.4; ABCB6 inh 2: 95.0; aDG glyco act: 0.2

Results for CN(C)c1ccc(C2N3CC4(C)CN2CC(C)(C3)C4O)cc1 (stereo not drawn) ?
Exocytosis inh: -3.0; ABHD5 PLIN5 PPI: 6.0; MC4R ag barr: 1.2; hiPSC survival: 1.2; m5-HT2A agonist: 6.5; Cardio protect: 5.8; MC4R antagonist: -4.4; Glyco luc inh: -0.6; ABCB6 inh 2: 100.0; aDG glyco act: 0.6

How did CCOC(=O)CSc1nc(C2CC2)cc(-c2ccc(Cl)cc2)c1C#N do in these assays?
Exocytosis inh: -2.2; ABHD5 PLIN5 PPI: -7.2; MC4R ag barr: 0.1; hiPSC survival: -0.2; m5-HT2A agonist: -1.0; Cardio protect: -10.9; MC4R antagonist: 11.1; Glyco luc inh: 0.1; ABCB6 inh 2: 99.0; aDG glyco act: 0.3

How did Cc1cccc(C)c1NC(=O)CNC(=O)Cc1ccccc1[N+](=O)[O-] do in these assays?
Exocytosis inh: -4.4; ABHD5 PLIN5 PPI: -1.5; MC4R ag barr: -0.9; hiPSC survival: 0.0; m5-HT2A agonist: 2.9; Cardio protect: 1.1; MC4R antagonist: -0.5; Glyco luc inh: 0.4; ABCB6 inh 2: 96.0; aDG glyco act: -0.2

What do the screens show for `Cc1cccc(-n2c(=O)c3ccccc3n3c(=S)[nH]nc23)c1C`?
Exocytosis inh: -3.0; ABHD5 PLIN5 PPI: 1.9; MC4R ag barr: -0.8; hiPSC survival: 0.3; m5-HT2A agonist: 2.5; Cardio protect: 0.3; MC4R antagonist: 7.7; Glyco luc inh: 1.9; ABCB6 inh 2: 102.0; aDG glyco act: -0.2

What do the screens show for `O=C(N/N=C/c1cc([N+](=O)[O-])ccc1O)C1CCCCC1`?
Exocytosis inh: -1.6; ABHD5 PLIN5 PPI: -7.6; MC4R ag barr: -1.9; hiPSC survival: 3.9; m5-HT2A agonist: -8.2; Cardio protect: 52.1*; MC4R antagonist: -1.7; Glyco luc inh: 1.7; ABCB6 inh 2: 94.0; aDG glyco act: -0.2

What do the screens show for `COc1ccc2nc(NC(=O)CSC3=NCCS3)sc2c1`?
Exocytosis inh: 5.3; ABHD5 PLIN5 PPI: -3.1; MC4R ag barr: -1.1; hiPSC survival: -2.3; m5-HT2A agonist: 3.5; Cardio protect: 6.2; MC4R antagonist: 1.3; Glyco luc inh: -0.2; ABCB6 inh 2: 96.0; aDG glyco act: -0.1

What do the screens show for `Cc1cc(NC(=O)COC(=O)C2CCN(C(=O)c3ccc(Cl)cc3)CC2)no1`?
Exocytosis inh: -1.6; ABHD5 PLIN5 PPI: 2.5; MC4R ag barr: 0.1; hiPSC survival: -0.9; m5-HT2A agonist: 5.4; Cardio protect: -6.6; MC4R antagonist: 17.2; Glyco luc inh: 0.5; ABCB6 inh 2: 96.0; aDG glyco act: 0.2

What do the screens show for `Cc1ccccc1NC(=O)C(=O)NCCCN1CCOCC1`?
Exocytosis inh: 4.3; ABHD5 PLIN5 PPI: 1.6; MC4R ag barr: -1.8; hiPSC survival: -0.8; m5-HT2A agonist: -0.7; Cardio protect: -0.6; MC4R antagonist: -1.9; Glyco luc inh: 0.3; ABCB6 inh 2: 108.0; aDG glyco act: -0.5

What do the screens show for `CCCc1c(C)[nH]c2ccc(NC(C)=O)cc2c1=O`?
Exocytosis inh: -0.3; ABHD5 PLIN5 PPI: 3.5; MC4R ag barr: 1.4; hiPSC survival: -2.3; m5-HT2A agonist: 0.8; Cardio protect: 4.2; MC4R antagonist: 12.4; Glyco luc inh: 9.8; ABCB6 inh 2: 100.0; aDG glyco act: -0.1

How did COCCN(C(=O)c1ccco1)C(C(=O)NC1CCCC1)c1cccs1 (stereo not drawn) do in these assays?
Exocytosis inh: -0.9; ABHD5 PLIN5 PPI: 3.2; MC4R ag barr: -0.9; hiPSC survival: 0.1; m5-HT2A agonist: -1.4; Cardio protect: 4.1; MC4R antagonist: -5.4; Glyco luc inh: 0.1; ABCB6 inh 2: 95.0; aDG glyco act: 0.2

What do the screens show for `Cc1cccc(N2C(=O)CC(N3CCN(c4cccc(C(F)(F)F)c4)CC3)C2=O)c1` (stereo not drawn)?
Exocytosis inh: -1.7; ABHD5 PLIN5 PPI: -0.6; MC4R ag barr: 3.5; hiPSC survival: -1.0; m5-HT2A agonist: 2.9; Cardio protect: -4.6; MC4R antagonist: 1.8; Glyco luc inh: -0.1; ABCB6 inh 2: 102.0; aDG glyco act: -0.4

How did C(=C\c1ccccc1)/CN1CCN(Cc2ccc3c(c2)OCO3)CC1 do in these assays?
Exocytosis inh: 3.9; ABHD5 PLIN5 PPI: 2.6; MC4R ag barr: 0.7; hiPSC survival: 0.4; m5-HT2A agonist: -7.3; Cardio protect: -0.7; MC4R antagonist: 1.1; Glyco luc inh: 0.2; ABCB6 inh 2: 99.0; aDG glyco act: 0.0

Results for COc1cccc(NC(=O)CN(C)C(=O)c2oc3c(ccc4ccccc43)c2C)c1 ?
Exocytosis inh: -0.3; ABHD5 PLIN5 PPI: -9.5; MC4R ag barr: 2.5; hiPSC survival: 0.0; m5-HT2A agonist: -0.5; Cardio protect: -3.0; MC4R antagonist: 7.9; Glyco luc inh: -2.0; ABCB6 inh 2: 94.0; aDG glyco act: -0.1

What do the screens show for `O=S(=O)(c1ccc(=S)[nH]c1)N1CCCCCC1`?
Exocytosis inh: 0.6; ABHD5 PLIN5 PPI: -6.3; MC4R ag barr: -1.4; hiPSC survival: -0.5; m5-HT2A agonist: -6.7; Cardio protect: 0.4; MC4R antagonist: 3.3; Glyco luc inh: 2.3; ABCB6 inh 2: 91.0; aDG glyco act: 0.6

How did CC(=O)c1c(C)[nH]c(C(=O)NNC(=O)c2ccc(Br)cc2)c1C do in these assays?
Exocytosis inh: 1.3; ABHD5 PLIN5 PPI: -1.2; MC4R ag barr: -1.9; hiPSC survival: -0.4; m5-HT2A agonist: -3.9; Cardio protect: -1.9; MC4R antagonist: -0.1; Glyco luc inh: 12.9; ABCB6 inh 2: 91.0; aDG glyco act: 0.0

How did COc1cc(CCNc2ccc3nnc(-c4ccccc4)n3n2)cc(OC)c1OC do in these assays?
Exocytosis inh: -3.3; ABHD5 PLIN5 PPI: 10.3; MC4R ag barr: -0.1; hiPSC survival: 2.8; m5-HT2A agonist: 0.4; Cardio protect: 56.1*; MC4R antagonist: -35.0; Glyco luc inh: 6.8; ABCB6 inh 2: 96.0; aDG glyco act: 2.0

Results for CSCC[C@H](NC(=O)[C@@H]1CSC2c3ccccc3C(=O)N21)C(=O)N1CCC[C@H]1CO (stereo partly drawn) ?
Exocytosis inh: 3.4; ABHD5 PLIN5 PPI: -9.1; MC4R ag barr: -1.3; hiPSC survival: -1.1; m5-HT2A agonist: -1.6; Cardio protect: -1.7; MC4R antagonist: 5.5; Glyco luc inh: 0.5; ABCB6 inh 2: 104.0; aDG glyco act: 0.0

Source: PubChem BioAssay
